FN deposition inh: inhibitors of fibronectin matrix deposition, primary screen, AH1F cells, Alexa488-fibronectin fluorescence, plate reader; AH1F fibroblasts, overnight; inhibition, % at 12.6 µM; 350,000 tested, 0.086% active; AID 743247, 2014;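 active = mean inhibition across replicates of 30% or more, regardless of how many single replicates reach that level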;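 note: positive control wells lacked labelled fibronectin entirely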
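Assay system: AH1F fibroblasts / Quantity: 10000 cells per well / Medium: DMEM plus 2% serum, read in PBS / Reagent: labelled fibronectin 24 nM / Dosing: single dose, pinned / Times: 1 h cell attachment, overnight exposure to compound and label / Signal: fluorescence, ex 485 nm, em 525 nm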
RAD54 inh: inhibitors of human RAD54 branch migration, primary screen, biochemical, fluorescence, single point. RAD54 Holliday junction branch migration, FAM/BHQ fluorescence. inhibition, % at 10.4 µM. 360,000 tested, 0.14% active;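 active = mean normalized replicate activity at least 40 and at least half of replicates scoring 40 or more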;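 note: 0% = median of neutral control wells and 100% = median of positive control wells; inhibitors cause a drop in the FAM fluorescence signal; in these data hits start at about 50%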
Target sequence (Q92698 whole entry, looked up): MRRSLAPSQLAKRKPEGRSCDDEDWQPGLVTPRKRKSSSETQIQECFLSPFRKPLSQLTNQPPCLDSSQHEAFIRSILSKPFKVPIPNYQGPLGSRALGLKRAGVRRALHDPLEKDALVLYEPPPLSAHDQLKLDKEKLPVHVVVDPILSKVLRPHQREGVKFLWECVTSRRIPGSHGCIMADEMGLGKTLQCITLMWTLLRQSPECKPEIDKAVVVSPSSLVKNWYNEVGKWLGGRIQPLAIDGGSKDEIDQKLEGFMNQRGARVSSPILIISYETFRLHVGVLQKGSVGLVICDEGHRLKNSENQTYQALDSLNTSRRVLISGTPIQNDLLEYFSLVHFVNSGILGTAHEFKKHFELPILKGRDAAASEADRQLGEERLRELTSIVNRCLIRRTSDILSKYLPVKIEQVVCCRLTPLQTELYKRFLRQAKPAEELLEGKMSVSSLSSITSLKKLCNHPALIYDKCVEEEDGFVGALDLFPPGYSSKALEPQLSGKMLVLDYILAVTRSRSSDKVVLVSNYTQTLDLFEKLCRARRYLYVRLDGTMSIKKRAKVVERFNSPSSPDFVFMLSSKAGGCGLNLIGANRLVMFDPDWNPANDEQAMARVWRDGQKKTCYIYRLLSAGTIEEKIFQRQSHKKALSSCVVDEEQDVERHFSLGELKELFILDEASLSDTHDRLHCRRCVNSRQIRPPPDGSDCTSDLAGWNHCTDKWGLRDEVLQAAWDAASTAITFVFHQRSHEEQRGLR
* marks the source's active call; other numbers are inactive results. Some of the compounds tested (hit frequency here may not be typical).

O=C(COC(=O)c1ccccc1Nc1cccc(C(F)(F)F)c1)NCc1ccco1
  FN deposition inh = -16
  RAD54 inh = -4
COc1ccc(/C(N)=N/OC(=O)Oc2ccccc2)cc1
  FN deposition inh = -2
  RAD54 inh = 3
CC(C)c1nnc(SCC(=O)Nc2ccc3c(c2)OCO3)n1C
  FN deposition inh = 15
  RAD54 inh = -3
COc1ccc(N2C(=O)CSC2c2ccc3c(c2)OCO3)c(OC)c1 (centres undefined)
  FN deposition inh = -2
  RAD54 inh = 2
CN(C)CC(O)COc1cccc(OCC(O)CN(C)C)c1 (centres undefined)
  FN deposition inh = 1
  RAD54 inh = 22
CC(Sc1cnc2ccccc2n1)C(=O)O (centres undefined)
  FN deposition inh = 1
  RAD54 inh = -8
Cc1nn(C)c(C)c1CN(C)S(=O)(=O)c1ccc2ccccc2c1
  FN deposition inh = 20
  RAD54 inh = -15
CCn1ncc(NC(=O)Nc2cccc(C(F)(F)F)c2)c1C(N)=O
  FN deposition inh = -8
  RAD54 inh = 3
COc1ccc(/C=C(/CC(=O)NCc2ccc(Cl)cc2)c2nc3ccccc3s2)cc1
  FN deposition inh = -9
  RAD54 inh = -8
Cc1cc(C(C)c2ccccc2)c(O)c(CN2CCOCC2)c1C (centres undefined)
  FN deposition inh = -1
  RAD54 inh = 11
COc1ccccc1-c1cc(-c2cc(Cl)ccc2O)n[nH]1
  FN deposition inh = 9
  RAD54 inh = -2
NC(=S)NNc1cc(Cl)cc(Cl)c1
  FN deposition inh = -15
  RAD54 inh = 6
CCCCN(C(=O)c1cc2ccccc2o1)c1c(N)n(CC(C)C)c(=O)[nH]c1=O
  FN deposition inh = 2
  RAD54 inh = -6
Cc1[nH]nc2c1C1(C(=O)Nc3ccc([N+](=O)[O-])cc31)C(C#N)=C(N)O2 (centres undefined)
  FN deposition inh = 6
  RAD54 inh = 6
O=C(O)Cn1cnc2scc(-c3cccs3)c2c1=O
  FN deposition inh = 3
  RAD54 inh = 20
CCOC(=O)/C(C#N)=C1\C=CN(C)C(C)=N1
  FN deposition inh = -1
  RAD54 inh = -6
Cc1c(OCc2nn[nH]n2)ccc2c3c(c(=O)oc12)CCC(C)C3 (centres undefined)
  FN deposition inh = -12
  RAD54 inh = -20
CCOC(=O)NC1(NC(C)C)Oc2ccccc2O1
  FN deposition inh = 7
  RAD54 inh = 0
Cc1cc(NC(=O)CCC(=O)N(Cc2cccs2)C(C(=O)NC2CCCC2)c2ccncc2)no1 (centres undefined)
  FN deposition inh = 5
  RAD54 inh = -1
COc1ccc(OC)c(NC(=O)c2cc3n(n2)C(C(F)(F)F)CC(c2ccc4c(c2)OCO4)N3)c1 (centres undefined)
  FN deposition inh = 0
  RAD54 inh = -3
CC(OC(=O)c1ccco1)C(=O)NC1CCCCC1 (centres undefined)
  FN deposition inh = 2
  RAD54 inh = 5
O=C(O)/C=C/C(=O)Nc1ccccc1C(=O)Nc1ccccc1
  FN deposition inh = 21
  RAD54 inh = 5
Cc1nc(SCC(=O)N2CCN(C(=O)c3ccco3)CC2)c2c(C)c(C)sc2n1
  FN deposition inh = 1
  RAD54 inh = -2
CCC(Sc1ccccc1C(=O)O)C(=O)O (centres undefined)
  FN deposition inh = 3
  RAD54 inh = 1
Cc1nc2cc(N3CCOCC3)c(NC(=O)C3CC3)cc2c(=O)n1Cc1ccccc1
  FN deposition inh = 22
  RAD54 inh = 1

Cc1cc(Cl)ccc1NC(=S)NCCC(c1ccccc1)c1ccccc1
  FN deposition inh = -7
  RAD54 inh = 9
CCOC(=O)N1CCC(NC(=O)c2cc(C(=O)NCc3cccc(Cl)c3)ccc2CO)CC1
  FN deposition inh = 6
  RAD54 inh = -2
Cc1ccccc1S(=O)(=O)Nc1nc2ccccc2nc1N1CCc2ccccc2C1
  FN deposition inh = -2
  RAD54 inh = -3
O=C(Nc1cccc(F)c1)N1CCN(C/C=C/c2ccccc2)CC1
  FN deposition inh = -4
  RAD54 inh = -2
Cc1sc2nnn(CC(=O)N3CCN(C(=O)c4ccco4)CC3)c(=O)c2c1C
  FN deposition inh = 1
  RAD54 inh = 0
Cc1cccc(C(=O)NCCc2nnc(SCC(=O)Nc3nc(C)cs3)n2C)c1
  FN deposition inh = -4
  RAD54 inh = 13
COc1nc(N(c2ccccc2)c2ccccc2)nc(-n2ccnc2)n1
  FN deposition inh = 2
  RAD54 inh = -10
CN(C(=O)CSc1nnc(NC2CCCCC2)s1)C1CCS(=O)(=O)C1 (centres undefined)
  FN deposition inh = -1
  RAD54 inh = 2
Cc1cccc(NC(=O)CCN2CCOCC2)c1
  FN deposition inh = 13
  RAD54 inh = 3
CC(=O)N1CCN(c2ccc(NCc3cccs3)cc2)CC1
  FN deposition inh = 5
  RAD54 inh = 2
N#Cc1nc(COc2ccc(Cl)cc2)oc1NCc1ccc2c(c1)OCO2
  FN deposition inh = 6
  RAD54 inh = -1
COc1ccc(CC(=O)NC2CCN(Cc3nnnn3C(C)(C)C)CC2)cc1OC
  FN deposition inh = 0
  RAD54 inh = 6
Cc1ccc(NC(=O)C(SCC(=O)O)c2ccccc2)cc1C (centres undefined)
  FN deposition inh = 0
  RAD54 inh = 2
CCOc1ccc(/C=C2\SC(=O)N(CCNC(=O)C3COc4ccccc4O3)C2=O)cc1OC (centres undefined)
  FN deposition inh = 7
  RAD54 inh = 5
C=C(C)Cn1c(Sc2nc3ccccc3[nH]2)nc2c1c(=O)[nH]c(=O)n2C
  FN deposition inh = -3
  RAD54 inh = 5
CC12CCC(C(=O)Nc3ccccc3)(C/C1=N\O)C2(C)C (centres undefined)
  FN deposition inh = 6
  RAD54 inh = -5
Cc1ccc2c(c1)cc(CN(Cc1cccnc1)C(=O)NCc1ccccc1)c1nnnn12
  FN deposition inh = 11
  RAD54 inh = 2
CCCCS(=O)(=O)/C=C/[C@H]1[C@H](S(=O)(=O)CCCC)[C@H]2C=C[C@@H]1C2
  FN deposition inh = 3
  RAD54 inh = 1
Cc1nc2c(C)cccn2c1/C(O)=C1\C(=O)C(=O)N(CCN2CCOCC2)C1c1cccs1 (centres undefined)
  FN deposition inh = 0
  RAD54 inh = 1
Cn1c(=O)cc(SCC(=O)N2CCN(c3ccccc3)CC2)c2ccccc21
  FN deposition inh = 8
  RAD54 inh = -4
O=C(NCc1cccnc1)/C(=C/c1ccco1)NC(=O)c1ccccc1
  FN deposition inh = -1
  RAD54 inh = -6
Cc1cc(NC(=O)CCC(=O)N(CC(=O)NC2CCCC2)c2ccccc2)no1
  FN deposition inh = 4
  RAD54 inh = -6
O=C(Nc1cc(S(=O)(=O)N2CCOCC2)ccc1N1CCOCC1)c1cnccn1
  FN deposition inh = -15
  RAD54 inh = 0
CCCC(=O)Nc1ccc2oc(-c3cccnc3)nc2c1
  FN deposition inh = 2
  RAD54 inh = -14
Cc1cc2c(cc1C)NC(c1c(C)n(C)n(-c3ccccc3)c1=O)C1=C(CC(C)(C)CC1=O)N2 (centres undefined)
  FN deposition inh = -2
  RAD54 inh = -18

Next section; the last two above are carried over.
CCCC(=O)Nc1ccc2oc(-c3cccnc3)nc2c1
  FN deposition inh = 2
  RAD54 inh = -14
Cc1cc2c(cc1C)NC(c1c(C)n(C)n(-c3ccccc3)c1=O)C1=C(CC(C)(C)CC1=O)N2 (centres undefined)
  FN deposition inh = -2
  RAD54 inh = -18
COc1ccccc1Nc1nc(N)nc(CN(C)C2CCCCC2)n1
  FN deposition inh = -1
  RAD54 inh = 4
CCOC(=O)CSc1nc2sc3c(c2c(=O)n1C1CCCCC1)CCN(C)C3
  FN deposition inh = 3
  RAD54 inh = 11
O=C(O)c1cccnc1SCC(=O)N1CCCCCC1
  FN deposition inh = -5
  RAD54 inh = -18
CC(=O)C1C(=O)C=C(c2ccco2)CC1c1ccccc1 (centres undefined)
  FN deposition inh = 0
  RAD54 inh = -12
CC(C)C1C(C#N)=C(N)SC(N)=C1C#N
  FN deposition inh = 0
  RAD54 inh = -6
CCOc1ccc(NS(=O)(=O)N(C)C)cc1
  FN deposition inh = 3
  RAD54 inh = 7
Cc1c2c(nc3nc4ccccc4n13)CC(C)(C)CC2=O
  FN deposition inh = 4
  RAD54 inh = -5
Cc1ccc(NC(=O)CC2C(=O)N(Cc3ccccc3)C(=S)N2NC(=O)c2cccc(F)c2)c(C)c1 (centres undefined)
  FN deposition inh = 7
  RAD54 inh = -2
CCOC(=O)CNC(=O)C1(c2ccccc2)CCCC1
  FN deposition inh = 0
  RAD54 inh = 4
CCOc1ccccc1C(=O)N(CN1CCCC1=O)c1cccc(Cl)c1
  FN deposition inh = 3
  RAD54 inh = -13
COc1ccc(CCNC(=O)C(C(=O)c2ccccc2)n2ccccc2=O)cc1OC (centres undefined)
  FN deposition inh = -6
  RAD54 inh = 8
COc1cccc(C2=NOC(C(=O)NCc3cccs3)C2)c1 (centres undefined)
  FN deposition inh = 23
  RAD54 inh = -4
COc1ccccc1NC(=O)c1csc2c1CCCC2
  FN deposition inh = -3
  RAD54 inh = 7
CN1C(=O)C(O)(CC(=O)c2ccncc2)c2ccccc21 (centres undefined)
  FN deposition inh = -16
  RAD54 inh = -4
COc1cc(CN2CCC(C(=O)N3CCN(c4ccccc4F)CC3)CC2)cc(OC)c1O
  FN deposition inh = 1
  RAD54 inh = 15
CC(C)NC(=O)CSc1nncn1-c1ccccc1
  FN deposition inh = 2
  RAD54 inh = -2
Cn1c(SCC(=O)Nc2cccc(Br)c2)nnc1-c1cc2ccccc2o1
  FN deposition inh = -14
  RAD54 inh = 3
COCc1cc(=O)[nH]c2cc(NC(=O)C(F)(F)F)c(C)cc12
  FN deposition inh = -8
  RAD54 inh = 2
Nc1ccc(C(=O)N/N=C/c2ccccc2)cc1
  FN deposition inh = 6
  RAD54 inh = -10
CC(=O)NCCSCCNC(C)=O
  FN deposition inh = 6
  RAD54 inh = -15
Cn1c(N/N=C/c2c[nH]c3ccccc23)nc2ccccc21
  FN deposition inh = 8
  RAD54 inh = 16
Cc1nc(Nc2ccc(F)cc2)[nH]c(=O)c1CCC(C)C
  FN deposition inh = -7
  RAD54 inh = -3
O=C(CN(Cc1ccccc1)C(=O)CSc1nnc(COc2ccccc2)o1)NC1CCCC1
  FN deposition inh = -2
  RAD54 inh = 1
O=C(C1=C(O)C(=O)N(Cc2ccccc2)C1c1cccnc1)c1ccco1 (centres undefined)
  FN deposition inh = 9
  RAD54 inh = 4
CCCOc1ccc(/C(O)=C2/C(=O)C(=O)N(CCCn3ccnc3)C2c2ccco2)cc1 (centres undefined)
  FN deposition inh = 1
  RAD54 inh = 7

Part of the list above, reformatted.
SMILES | FN deposition inh | RAD54 inh
COc1ccccc1Nc1nc(N)nc(CN(C)C2CCCCC2)n1 | -1 | 4
CCOC(=O)CSc1nc2sc3c(c2c(=O)n1C1CCCCC1)CCN(C)C3 | 3 | 11
O=C(O)c1cccnc1SCC(=O)N1CCCCCC1 | -5 | -18
CC(=O)C1C(=O)C=C(c2ccco2)CC1c1ccccc1 (centres undefined) | 0 | -12
CC(C)C1C(C#N)=C(N)SC(N)=C1C#N | 0 | -6
CCOc1ccc(NS(=O)(=O)N(C)C)cc1 | 3 | 7
Cc1c2c(nc3nc4ccccc4n13)CC(C)(C)CC2=O | 4 | -5
Cc1ccc(NC(=O)CC2C(=O)N(Cc3ccccc3)C(=S)N2NC(=O)c2cccc(F)c2)c(C)c1 (centres undefined) | 7 | -2
CCOC(=O)CNC(=O)C1(c2ccccc2)CCCC1 | 0 | 4
CCOc1ccccc1C(=O)N(CN1CCCC1=O)c1cccc(Cl)c1 | 3 | -13
COc1ccc(CCNC(=O)C(C(=O)c2ccccc2)n2ccccc2=O)cc1OC (centres undefined) | -6 | 8
COc1cccc(C2=NOC(C(=O)NCc3cccs3)C2)c1 (centres undefined) | 23 | -4
COc1ccccc1NC(=O)c1csc2c1CCCC2 | -3 | 7
CN1C(=O)C(O)(CC(=O)c2ccncc2)c2ccccc21 (centres undefined) | -16 | -4
COc1cc(CN2CCC(C(=O)N3CCN(c4ccccc4F)CC3)CC2)cc(OC)c1O | 1 | 15
CC(C)NC(=O)CSc1nncn1-c1ccccc1 | 2 | -2
Cn1c(SCC(=O)Nc2cccc(Br)c2)nnc1-c1cc2ccccc2o1 | -14 | 3
COCc1cc(=O)[nH]c2cc(NC(=O)C(F)(F)F)c(C)cc12 | -8 | 2
Nc1ccc(C(=O)N/N=C/c2ccccc2)cc1 | 6 | -10
CC(=O)NCCSCCNC(C)=O | 6 | -15
Cn1c(N/N=C/c2c[nH]c3ccccc23)nc2ccccc21 | 8 | 16

(listing goes on)
N#Cc1c(-n2cccc2)cccc1-n1cccc1
  FN deposition inh = -2
  RAD54 inh = 6
Cc1cc2c(c(=O)o1)C1(C(=O)N(CC(=O)O)c3ccccc31)C(C#N)=C(N)O2 (centres undefined)
  FN deposition inh = 3
  RAD54 inh = -18
CCOc1ccc(S(=O)(=O)Nc2ccc(O)c(Sc3ncn[nH]3)c2)cc1
  FN deposition inh = 22
  RAD54 inh = 3
O=C(NCC(=O)N(Cc1cccs1)C(C(=O)NC1CCCC1)c1ccco1)c1cccs1 (centres undefined)
  FN deposition inh = -7
  RAD54 inh = -5
CCOC(=O)C(NCc1ccc(F)cc1)(NC(=O)c1ccccc1)C(F)(F)F (centres undefined)
  FN deposition inh = 0
  RAD54 inh = -7
CC1CN(CC(O)COc2ccc(C(=O)c3ccccc3)cc2)CC(C)O1 (centres undefined)
  FN deposition inh = 1
  RAD54 inh = 1
O=c1[nH]cnc2nn(-c3ccccc3)nc12
  FN deposition inh = -1
  RAD54 inh = 11
Cc1sc2ncnc(Oc3ccc(-n4ccnc4)cc3)c2c1C
  FN deposition inh = 4
  RAD54 inh = -33
CCOCCCNc1nc(=S)[nH]c2cc(OC)c(OC)cc12
  FN deposition inh = 14
  RAD54 inh = -6

Screening data deposited in PubChem BioAssay by Broad Institute.
